Compound activity as filed in PubChem.
CDK5 p35 inh = inhibitors of human CDK5/p35 kinase; Recombinant CDK5/p35, ADP-Glo luminescence, 60 min; inhibition, % at 10 µM; hit rate 0.01% among 330,000;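 active = highest replicate inhibition of at least 50% and at least 75% of replicates reaching 50%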;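 note: plate controls were DMSO neutral control for no effect and GW8510 at 10 µM for full effect; many of its hits are not listed in these tables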
Target sequence (Q00535 whole entry, looked up): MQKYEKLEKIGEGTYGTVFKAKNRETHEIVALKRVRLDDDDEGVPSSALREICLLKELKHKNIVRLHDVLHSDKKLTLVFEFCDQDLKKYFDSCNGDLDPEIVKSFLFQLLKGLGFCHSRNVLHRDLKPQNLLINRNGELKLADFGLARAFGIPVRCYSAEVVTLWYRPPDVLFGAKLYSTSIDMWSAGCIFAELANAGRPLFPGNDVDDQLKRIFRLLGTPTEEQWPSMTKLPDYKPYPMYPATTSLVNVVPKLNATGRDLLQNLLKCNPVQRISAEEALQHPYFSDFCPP
Target sequence (Q15078 whole entry, looked up): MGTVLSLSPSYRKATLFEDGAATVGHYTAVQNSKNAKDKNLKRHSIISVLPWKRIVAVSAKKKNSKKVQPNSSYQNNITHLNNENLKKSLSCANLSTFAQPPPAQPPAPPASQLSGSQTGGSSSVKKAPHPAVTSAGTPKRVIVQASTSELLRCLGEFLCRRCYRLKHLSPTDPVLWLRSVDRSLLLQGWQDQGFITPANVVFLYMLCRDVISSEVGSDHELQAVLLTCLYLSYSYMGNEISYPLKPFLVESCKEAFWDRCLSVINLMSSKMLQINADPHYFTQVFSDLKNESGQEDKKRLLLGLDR
Tat export inh = blocks Tat-dependent protein export in E. coli; E. coli MC4100 TorA-mCherry Tat export, fluorescence; inhibition, % at 10 µM; hit rate 0.036% among 340,000; AID 488895;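 active = mean replicate inhibition at least 50% and at least half of replicates individually reaching 50%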;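 note: exported cargo escapes ClpAP degradation while cytoplasmic cargo is degraded and loses fluorescence; 0% = median of neutral control wells and 100% = median of NaSCN control wells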
dFosB act = mouse delta FosB homodimer activation | activation, % at 25 µM | purified delta FosB, TAMRA-CDK5 oligo fluorescence polarization; percent of positive-control signal above neutral wells | hit rate 0.99% among 340,000 | P13346;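 active = mean activation above about 17%, with every replicate also reaching it, limit read from the data, passing the limit was not always enough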;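 note: fluorescence polarization rise as delta FosB binds a TAMRA Cdk5 AP-1 oligo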
Target sequence (P13346 whole entry, looked up): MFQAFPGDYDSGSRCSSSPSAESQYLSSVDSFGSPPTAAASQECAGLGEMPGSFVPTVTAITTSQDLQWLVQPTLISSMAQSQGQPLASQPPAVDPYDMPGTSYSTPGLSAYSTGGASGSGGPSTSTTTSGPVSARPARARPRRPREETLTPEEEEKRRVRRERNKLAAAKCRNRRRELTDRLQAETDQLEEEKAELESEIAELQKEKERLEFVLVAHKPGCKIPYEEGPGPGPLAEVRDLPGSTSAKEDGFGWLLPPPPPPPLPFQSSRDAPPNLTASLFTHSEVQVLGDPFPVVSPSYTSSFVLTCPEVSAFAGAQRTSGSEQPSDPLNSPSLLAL
Rtt109 Vps75 = blocks Candida albicans Rtt109/Vps75 acetyltransferase activity; Q5AAJ8; purified Rtt109/Vps75, ThioGlo CoA-SH fluorescence, 4 h; inhibition, % at 34.9 µM; hit rate 0.16% among 330,000; AID 540336;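 active = inhibition of at least 50% in every replicate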
Wnt bcat act = Wnt/beta-catenin pathway activation. Wnt/beta-catenin reporter cell assay, activator, plate reader. activation, % at 9.35 µM. hit rate 1.2% among 300,000. AID 743398; in the data active = activation above about 30%, passing the limit was not always enough;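 note: 0% = neutral control wells and 100% = positive control wells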
CAL PDZ FP-1 = human CAL PDZ-peptide interaction inhibition. AID 504414. Q9HD26. inhibition, % at 20 µM. hit rate 0.02% among 330,000. purified CAL PDZ, TMR-peptide fluorescence polarization, 1 h;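 active = highest replicate inhibition of at least 40%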;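 note: plate controls were DMSO neutral control wells for no effect and unlabeled competitor peptide control wells for full effect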
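Assay system – tagged CAL PDZ protein CerCALP, purified · Timing – 1 h at RT · Compound – single point, 20 µM · Measured by – fluorescence polarization from S- and P-plane intensities, G-factor corrected · Evaluation – inhibition from polarization loss · Probe or stimulus – TMR reporter peptide T*-PRC34 · Buffer or medium – pH 7.4 phosphate-saline buffer, reducing agent, detergent, IgG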
CAL PDZ FP-2 = CAL PDZ (human) peptide binding inhibition; Q9HD26; purified CAL PDZ, TMR-peptide fluorescence polarization, 1 h; inhibition, % at 24.9 µM; hit rate 0.92% among 300,000; AID 602252;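 active = mean inhibition of at least 30% with at least half of replicates also reaching 30%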;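 note: 0% = DMSO neutral control and 100% = excess unlabeled competitor peptide PRC23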
V-ATPase pH = alters yeast V-ATPase proton transport | response, % at 10 µM | S. cerevisiae, pHLuorin cytosolic pH fluorescence | hit rate 0.37% among 350,000; in the data active = response mostly above about 7.3%, no sharp cut-off; inactive = mostly below about 5.4%; note: actives read high; inactives centre near 0; some compounds called inactive have numbers as strong as hits; reference of the scale not given here
cardiac RTF act = cardiac RTF calcium sensitization | AID 493008 | IANBD-labeled TnC RTF fluorescence at EC20 calcium; 0% EC20 calcium, 100% full calcium | P19429+P45379 | activation, % at 7.2 µM | hit rate 0.24% among 340,000;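 active = activation above the mean over all tested compounds plus 3 SD, cut at about 30% in these data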;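 note: rise in fluorescence read as greater calcium sensitivity of cardiac thin filaments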
MITF act = MITF TRPM1 promoter activation in melanoma cells. hit rate 0.75% among 300,000. SK-MEL-5 TRPM1-promoter luciferase, 24 h; % of positive control, neutral wells = 0. activation, % at 12.5 µM. AID 588334;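 active = mean activation of at least 80% with every replicate also reaching 80%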;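 note: 0% = neutral control wells and 100% = parthenolide positive control wells; values of inactives mirror those of a sister screen read the other way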
Active calls of the source: *; x = no result given.

SMILES	CDK5 p35 inh	Tat export inh	dFosB act	Rtt109 Vps75	Wnt bcat act	CAL PDZ FP-1	CAL PDZ FP-2	V-ATPase pH	cardiac RTF act	MITF act
C#CCNC(=O)C1=C[C@@H](c2ccc(C(F)(F)F)cc2)C[C@@H](OCCCCO)O1	-0.2	-1	-5	0	13	0.2	0	0	-1	-12
O=C(CN1C(=O)/C(=C\c2cccc(Br)c2)Oc2ccccc21)NCC1CCCO1 (stereo not given)	-0.5	-18	0	-21	-1	-1.2	2	-2	-1	2
CCCCOc1ccc(N(CC(=O)NC(C)C)C(=O)CCC(=O)Nc2ccccn2)cc1	-1.9	-4	-14	-5	-1	0.0	-1	2	-4	-11
COc1ccc(C)cc1N1C(=N)/C(=C2/Nc3ccccc3S2)C(c2ccccc2)C1=O (stereo not given)	0.0	14	2	0	-8	0.1	3	0	6	-3
CCOC(=O)c1ccc(N2C(=O)C3C(/C=C/c4ccccc4)OC4(C(=O)c5ccccc5C4=O)C3C2=O)cc1 (stereo not given)	0.6	1	-14	0	0	0.2	13	1	-2	-1
S=C1NC2(CCCC2)N=C1c1ccccc1	0.0	-8	-1	2	3	-2.1	-5	0	5	1
CCN(CC1CCCO1)C(=O)c1cc(COc2ccccc2SC)on1 (stereo not given)	0.6	4	-7	10	4	-0.4	-1	-6	1	28
c1ccc(-n2c(Cc3cccnc3)nc3cnccc32)cc1	0.0	-17	-1	-8	x	-1.0	-1	1	3	9
COc1cc([N+](=O)[O-])cc(/C=N/NC(=O)c2cc(-c3ccccc3)nc3ccccc23)c1O	-0.6	24	-16	x	-6	-1.4	-9	-7	11	-20
CC(C)OCCCN1CN(S(=O)(=O)c2cccc(Cl)c2)c2nc3ccccc3nc21	-0.1	2	-4	0	0	-1.0	-1	3	1	21
CCCCn1c(N)c(N(CCOC)C(=O)COC(=O)COc2cccc(C(C)=O)c2)c(=O)[nH]c1=O	1.3	0	-9	-11	-3	0.0	x	0	0	4
CC(=NNC(=O)c1ccncc1)c1cccc(Cl)c1	-0.9	-2	-10	-1	-2	-0.8	4	3	2	4
CSc1ccccc1NC(=O)CCn1c(=O)oc2ccccc21	0.2	-2	-7	-1	0	-1.3	-3	-6	-2	-16
O=C(NC(=S)Nc1cccc2c(O)cccc12)c1cccc(Br)c1	0.9	7	-5	1	1	0.9	-5	1	-6	-14
COc1cc(O)c2c(c1)OC(c1ccc(O)cc1)CC2=O (stereo not given)	-1.7	7	-7	0	-2	-1.1	-5	-1	-1	13
O=C(c1ccc(NS(=O)(=O)/C=C/c2ccccc2)cc1)N1CCCCC1	-2.1	1	-11	10	-4	-3.9	-3	1	2	-13
CCCCNC(=O)c1onc(CCl)c1C(=O)OC	-1.4	3	-3	2	-4	-0.7	-1	-3	5	-15
CC(=O)c1ccc(NC(=O)CSc2cn[nH]n2)cc1	-1.5	6	-7	6	2	-5.7	-3	2	-5	-4
O=C(O)CSc1nnc(Cn2nnc3ccccc32)n1CCc1ccccc1	-0.9	6	-3	17	-3	-0.4	-6	2	3	7
CCOC(=O)NC(=O)/C(C#N)=C\Nc1ccc(Cl)cc1Cl	0.9	1	-5	-11	17	-0.1	3	-1	2	51
COc1ccccc1N=Nc1ccc(N)c(C)c1	1.7	0	-1	4	13	-2.1	1	-3	0	x
CCCCN(C(=O)c1ccc(-c2ccc(Cl)cc2)o1)c1c(N)n(CCC)c(=O)[nH]c1=O	0.5	-4	-5	7	18	-0.7	-4	2	-1	13
O=[N+]([O-])c1ccc(N2CCOCC2)cc1NC(c1ccccc1)c1ccccc1	1.3	9	1	7	-2	-1.0	2	3	-1	3
CN(C)c1ccc(/C=N/NC(=O)CCCCCNC(=O)c2ccccc2)cc1	0.9	1	4	-3	14	-4.1	0	0	3	46
CCC(CC)C(=O)N1c2ccc(F)cc2CCC1C (stereo not given)	-0.5	-7	8	-7	-1	0.0	0	1	-4	-9
CN(C)c1ccc(NC(=O)c2cccc(N3C(=O)C4C5C=CC(C5)C4C3=O)c2)cc1 (stereo not given)	1.6	6	-4	13	x	1.7	x	5	3	-5
CC(C)C[C@H]1CNC(=S)N1CC1CCN(CC2CCC(C(C)(C)C)CC2)CC1 (stereo not given in full)	1.5	-3	3	1	-1	0.3	-1	4	-4	-31
CCN(CC(=O)NCc1cccs1)C(=O)c1ccc(NS(=O)(=O)c2cccc([N+](=O)[O-])c2)cc1	0.5	1	-5	-2	0	-0.5	-2	0	-3	9
Clc1cccc(Oc2ncc(CN3CCOCC3)s2)c1	-0.9	0	2	-2	x	-0.1	-2	-2	-2	16
CCc1ccc(NC(=O)CSc2nnc(-c3cccs3)n2CC)cc1	-2.7	7	-10	-1	x	-4.1	-3	-2	0	2
COc1ccc(CNC(=O)COc2ccc(F)cc2)cc1	2.1	1	-4	0	-1	-1.4	-4	-3	2	5
CCCCNC(=O)C1CCN(S(=O)(=O)c2ccc3c(c2)CC(C)N3C(=O)C2CC2)CC1 (stereo not given)	-0.6	1	-13	10	-3	0.3	x	-2	7	-43
CSc1ccccc1C(=O)Nc1ccc2c(c1)OCO2	1.6	6	-9	-3	3	-0.6	1	-1	8	-6
O=C(NCC(c1ccc(F)cc1)N1CCOCC1)c1ccc(-c2ccccc2)cc1 (stereo not given)	0.7	1	-10	6	-3	-0.3	-4	1	-9	-3
O=C(CSc1ccc(-c2ccccc2)nn1)N1CCCCC1	1.6	2	-8	-2	11	-1.8	-6	-5	-1	13
Cc1cc(=O)oc2cc(OCC(=O)OCC(=O)N(CCC#N)c3ccccc3)ccc12	-0.2	-8	-10	-11	0	0.0	4	0	7	12
COc1ccc(S(=O)(=O)n2ccc(-c3cnc(-c4ccccc4)s3)n2)cc1	-1.7	11	-11	-13	41*	-5.6	-4	-2	-3	59
CC(C)[C@H](NS(=O)(=O)c1ccccc1)C(=O)OCC(=O)Nc1ccccc1Sc1ccccc1	-1.1	17	-10	7	-7	-0.1	-1	-1	3	2
Fc1cccc(Cl)c1CSc1ccc2nnc(-c3ccccn3)n2n1	2.3	1	-11	0	-2	-8.0	-1	0	3	10
O=C(c1ccc2c(c1)OCO2)N1CCN(S(=O)(=O)c2ccccc2)CC1	0.9	-5	-5	-4	-1	-1.5	-2	2	0	-2
COc1ccc(-c2ccc3c(c2)S(=O)(=O)c2cccc(C(=O)N4CCN(c5c(Cl)cncc5Cl)CC4)c2C3=O)cc1OC	-0.5	-12	0	-1	-18	1.1	-7	5	4	0
Nc1nc2ccc(-c3nc4ccccc4o3)cc2s1	-1.3	-7	-7	14	x	-3.6	-10	8	3	11
Cc1nc2nc(C)c(NS(=O)(=O)c3ccc(C4CCCCC4)cc3)c(=O)n2[nH]1	-2.0	-1	-8	15	-1	-2.1	-8	2	-4	-4
CCOC(=O)c1ccc(NC(=O)C2C3CCC(C3)C2C(=O)O)cc1 (stereo not given)	0.9	2	-4	4	0	x	0	5	4	30
Cc1oc(C(=O)Nc2ccc(C(=O)O)cc2)cc1COc1ccccc1	0.6	-3	1	-11	x	-1.5	x	-2	-3	11
O=C(NCc1nc2ccccc2[nH]1)C1=C[C@H](c2ccc3c(c2)OCO3)C[C@H](OCCCCO)O1	0.2	12	-5	5	-4	-0.7	-3	-3	7	1
CC(C)CCN(N=O)[C@@H](Cc1ccccc1)CN(N=O)[C@@H](Cc1ccccc1)CN(C)N=O	-0.7	5	2	6	-6	0.3	-24	-5	2	x
CC1CCN(C(=O)/C(=C/c2ccccc2Cl)c2ccccc2)CC1	0.3	11	-4	-10	x	-0.4	-19	-1	-1	5
Cc1cccc(CNC(=O)CCc2nnc(C3CCCCC3)o2)c1	-2.1	-5	7	-2	1	0.0	-2	2	6	3
Cc1cc(NC(=O)CCC(=O)N(CC(C)C)C(C(=O)NC(C)(C)C)c2ccccc2Cl)no1 (stereo not given)	-2.2	-1	-4	19	-4	-2.6	-4	1	-4	-8
Remaining list, next part
SMILES	CDK5 p35 inh	Tat export inh	dFosB act	Rtt109 Vps75	Wnt bcat act	CAL PDZ FP-1	CAL PDZ FP-2	V-ATPase pH	cardiac RTF act	MITF act
CCN(C(=O)CSc1nc(C)c(C)c(C)n1)C1CCS(=O)(=O)C1 (stereo not given)	0.3	0	1	-7	8	-1.4	-1	3	-5	4
COC(=O)C(Cc1ccccc1)NC(=O)CCC(=O)NC(C)CCc1ccccc1 (stereo not given)	1.4	2	-11	-4	-1	-0.4	-2	1	6	1
O=C(CN1C(=O)COc2ccc(Cl)cc21)Nc1ccc(N2CCOCC2)cc1	-3.8	9	3	-5	-1	0.2	x	-1	2	0
CC(=O)Nc1ccc(NC(=S)Nc2ccc(Br)cc2)cc1	0.9	2	-2	-5	2	-1.1	-2	-3	1	3
O=C(C1=C(O)C(=O)N(CC2CCCO2)C1c1cccc(O)c1)c1ccco1 (stereo not given)	-2.3	0	3	-7	2	0.0	x	-4	-3	3
Cc1ccc(CNC(=O)C2CCC(=O)N(CCCN3CCOCC3)C2)cc1 (stereo not given)	-8.4	7	-2	-2	11	0.8	-2	1	-1	-2
C(=N\Nc1ccccc1)/c1nc2ccccc2s1	-1.0	-1	10	-22	1	0.7	-5	0	-8	3
O=C(CNS(=O)(=O)c1cccc(C(F)(F)F)c1)Nc1ccccc1F	1.1	-1	-3	3	x	-2.3	-6	-5	3	-3
CC1CCN(S(=O)(=O)c2cc(Cl)ccc2Br)CC1	0.3	3	1	-1	0	x	7	5	1	4
CC(Cc1ccccc1)C(=O)NCc1ccncc1 (stereo not given)	-4.4	-4	1	-1	-1	0.3	1	11	10	-10
Cn1c(=O)c2c(nc(N3CCN(c4ccccc4)CC3)n2CCCc2ccccc2)n(C)c1=O	-0.6	-11	-2	-1	x	-1.2	-3	1	7	11
O=S(=O)(NC1CCCCC1N1CCOCC1)c1ccc(Cl)cc1 (stereo not given)	1.3	-5	-1	-7	2	0.9	-4	2	2	1
CCCCCCCCS(=O)c1sc2nc3c(cc2c1N)CCCC3 (stereo not given)	1.1	4	-16	12	x	-0.3	-2	0	6	x
C=C(C)[C@@H]1CCC2(C(=O)O)CC[C@]3(C)[C@H](CC[C@@H]4[C@@]5(C)CCC(=O)C(C)(C)[C@@H]5CC[C@]43C)[C@@H]12 (stereo not given in full)	-1.1	-28	-2	4	-2	0.9	-2	1	-2	-4

No new results follow: 4 of the compounds above.
SMILES	CDK5 p35 inh	Tat export inh	dFosB act	Rtt109 Vps75	Wnt bcat act	CAL PDZ FP-1	CAL PDZ FP-2	V-ATPase pH	cardiac RTF act	MITF act
C#CCNC(=O)C1=C[C@@H](c2ccc(C(F)(F)F)cc2)C[C@@H](OCCCCO)O1	-0.2	-1	-5	0	13	0.2	0	0	-1	-12
O=C(CN1C(=O)/C(=C\c2cccc(Br)c2)Oc2ccccc21)NCC1CCCO1 (stereo not given)	-0.5	-18	0	-21	-1	-1.2	2	-2	-1	2
CCCCOc1ccc(N(CC(=O)NC(C)C)C(=O)CCC(=O)Nc2ccccn2)cc1	-1.9	-4	-14	-5	-1	0.0	-1	2	-4	-11
COc1ccc(C)cc1N1C(=N)/C(=C2/Nc3ccccc3S2)C(c2ccccc2)C1=O (stereo not given)	0.0	14	2	0	-8	0.1	3	0	6	-3
